# SMARCA2 activ: SMARCA2 (BRM) function activators, primary screen, cell-based, luminescence, high throughput; MG213 cells, MMTV-luciferase reporter, dexamethasone, overnight; activation, % at 9.1 µM; AID 652017, 2013; 1% of 370,000 active; in the data active = activation above about 7.8%;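 note: 0% = vehicle wells and 100% = reference activator wells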
# ssDAF-12 act: S. stercoralis DAF-12 nuclear receptor activators, primary screen, cell-based, luminescence, HEK293, GRIP1 co-expression, lit1-tk-luc; activation, % at 6.8 µM; HEK293 ssDAF-12/GRIP1 lit1-tk-luc reporter; % of 3 µM dafachronic acid response; Nuclear hormone receptor DAF-12 (Strongyloides stercoralis); AID 652126, 2013; 1% of 370,000 active;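 active = activation above the mean over all tested compounds plus 3 SD, cut at about 0.9% in these data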;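 note: 0% = DMSO-only wells and 100% = 3 µM delta7-dafachronic acid wells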
# PG9 binder: binders of HIV-1 gp120 antibody PG9, primary screen, biochemical, TR-FRET. HIV-1 gp120 / PG9 antibody interaction. TR-FRET gp120-PG9 antibody binding. inhibition, % at 6.7 µM. 0.43% of 360,000 active. AID 624416, 2012; in the data active = inhibition above about 8.5%
# hgDAF12 agonist: H. glycines DAF-12 receptor agonists, primary screen, cell-based, luminescence, HEK293, GAL4 fusion, UAS-luciferase. HEK293 GAL4-hgDAF12 UAS-luciferase reporter, agonist luminescence; normalized to butyrate control. activation, % at 6.8 µM. 1.8% of 370,000 active. AID 687014, 2013;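 active = activation above a cutoff set at the mean of all screened compounds plus 3 SD, cut at about 10% in these data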;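 note: 0% = DMSO wells and 100% = sodium butyrate wells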
# GAA850 FXN act: FXN promoter activators, primary screen, cell-based, luciferase luminescence, HEK293 lucGAA850 | AID 540364, 2011 | 0.56% of 360,000 active | activation, % at 6 µM | HEK293 lucGAA850 FXN promoter luciferase reporter, 24 h; percent of 10 µM SAHA response;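 active = activation above the average of all compounds screened plus 3 SD, cutoff fixed separately per campaign, cut at about 7.5% in these data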;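 note: 0% = DMSO wells and 100% = 10 µM SAHA wells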
# Rev-erbA mod: modulators of Rev-erb alpha DNA binding, primary screen, biochemical, FITC-DNA, fluorescence polarization, uHTS; activity, % at 10 µM; Rev-erbα–FITC-DNA binding, 90 min; Nuclear receptor subfamily 1 group D member 1 (Homo sapiens), P20393; 0.79% of 370,000 active;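 active = activity above about 14%, limit read from the data; passing the limit was not always enough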;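 note: 0% = DMSO wells with 35 nM protein and 100% = DMSO wells with 750 nM protein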
# DAX1 inh-1: DAX1 (NR0B1) inhibitors, primary screen, cell-based, HEK293, Gal4-DAX1, luciferase luminescence; HEK293 Gal4-DAX1 luciferase reporter; inhibition, % at 6.75 µM; 0.99% of 340,000 active; AID 504766, 2011;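 active = inhibition above the mean over all tested compounds plus 3 SD, cut at about 4.2% in these data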;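 note: 0% = DAX1-transfected cells with DMSO and 100% = empty-vector control cells with DMSO; inhibition shows as a rise in luminescence from relieved DAX1 repression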
# HGIII-sPLA2 inh: human group III sPLA2 inhibitors, primary screen, biochemical, QFRET, BODIPY PC-A2 liposome substrate. Group 3 secretory phospholipase A2 (Homo sapiens), Q9NZ20. QFRET BODIPY PC-A2 liposome hydrolysis, fluorescence. inhibition, % at 12.2 µM. 0.56% of 370,000 active. AID 743126, 2013;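 active = inhibition above mean plus 3 SD of compounds lying within the high and low control bounds, cut at about 19% in these data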;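 note: 0% = median of test compound wells and 100% = no enzyme DMSO wells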
# PLC-beta3 inh: human PLC-beta3 inhibitors, primary screen, biochemical, fluorescence; 1-phosphatidylinositol 4,5-bisphosphate phosphodiesterase beta-3 (Homo sapiens), Q01970; Purified PLC-beta3, fluorogenic substrate; inhibition, % at 12.2 µM; 0.18% of 370,000 active; AID 720704, 2013; in the data active = inhibition above about 11%;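 note: 0% = median of compound wells on plate and 100% = full blocker control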
# Target sequence (Q01970 whole entry, looked up): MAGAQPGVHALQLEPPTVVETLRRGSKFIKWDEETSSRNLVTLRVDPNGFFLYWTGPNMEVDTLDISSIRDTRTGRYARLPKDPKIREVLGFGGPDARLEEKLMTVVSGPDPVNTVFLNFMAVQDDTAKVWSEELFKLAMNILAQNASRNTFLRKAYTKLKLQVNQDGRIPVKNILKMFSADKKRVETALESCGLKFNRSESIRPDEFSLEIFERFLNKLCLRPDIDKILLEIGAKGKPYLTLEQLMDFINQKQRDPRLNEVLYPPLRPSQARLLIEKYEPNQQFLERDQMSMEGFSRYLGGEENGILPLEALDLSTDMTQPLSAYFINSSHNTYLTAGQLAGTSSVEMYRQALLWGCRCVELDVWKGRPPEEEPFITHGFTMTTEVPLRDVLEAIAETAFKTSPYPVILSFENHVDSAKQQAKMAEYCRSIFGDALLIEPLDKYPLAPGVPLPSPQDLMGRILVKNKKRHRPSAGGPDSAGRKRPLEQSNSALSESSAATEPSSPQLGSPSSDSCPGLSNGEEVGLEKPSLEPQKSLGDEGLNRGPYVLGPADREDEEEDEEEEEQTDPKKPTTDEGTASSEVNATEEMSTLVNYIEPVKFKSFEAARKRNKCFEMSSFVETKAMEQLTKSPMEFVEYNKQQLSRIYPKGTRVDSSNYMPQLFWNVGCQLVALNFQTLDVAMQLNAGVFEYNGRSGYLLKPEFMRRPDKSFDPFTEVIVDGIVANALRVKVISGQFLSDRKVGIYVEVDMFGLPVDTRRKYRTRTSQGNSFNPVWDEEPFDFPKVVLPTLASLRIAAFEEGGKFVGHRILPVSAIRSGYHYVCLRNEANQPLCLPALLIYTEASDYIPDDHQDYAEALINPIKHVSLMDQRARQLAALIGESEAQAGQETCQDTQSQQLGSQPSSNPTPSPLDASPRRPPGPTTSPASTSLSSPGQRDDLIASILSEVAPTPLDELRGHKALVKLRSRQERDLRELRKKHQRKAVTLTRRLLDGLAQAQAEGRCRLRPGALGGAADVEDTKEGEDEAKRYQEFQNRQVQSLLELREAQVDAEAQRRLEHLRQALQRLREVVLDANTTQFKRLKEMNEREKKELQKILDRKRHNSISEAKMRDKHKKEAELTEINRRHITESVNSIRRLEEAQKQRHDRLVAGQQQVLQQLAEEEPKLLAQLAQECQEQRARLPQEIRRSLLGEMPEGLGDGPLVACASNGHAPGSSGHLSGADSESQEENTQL
# hcDAF-12 act: H. contortus DAF-12 nuclear receptor activators, primary screen, cell-based, luminescence, HEK293, lit1-tk-luc reporter; HEK293 hcDAF-12 lit1-tk-luc reporter; 0% DMSO, 100% Δ7-dafachronic acid; activation, % at 6.8 µM; 1.4% of 370,000 active; AID 652067, 2013;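 active = activation above the mean of all tested compounds plus 3 SD, cut at about 5.5% in these data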;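 note: 100% = response to 3 µM Δ7-dafachronic acid high control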
# DAX1 inh-2: DAX1 (NR0B1) inhibitors on StAR promoter, primary screen, cell-based, luminescence, SF-1 (NR5A1), full-length DAX-1 | inhibition, % at 6.8 µM | 1.1% of 370,000 active | HEK293T StAR-luciferase reporter, SF-1/DAX-1 repression relief | AID 652010, 2013;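 active = inhibition above the mean over all tested compounds plus 3 SD, cut at about 3.6% in these data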;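 note: 0% = DAX-1 cells with DMSO and 100% = cells lacking DAX-1 with DMSO; higher inhibition means more luminescence from relief of DAX-1 repression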
# The depositor's hits bear a star; i = inactive; · = no result given.
SMILES,SMARCA2 activ,ssDAF-12 act,PG9 binder,hgDAF12 agonist,GAA850 FXN act,Rev-erbA mod,DAX1 inh-1,HGIII-sPLA2 inh,PLC-beta3 inh,hcDAF-12 act,DAX1 inh-2
COC(=O)CNC(=O)c1cc(-c2ccncc2)nc2ccc(C)cc12,-2.7,-0.5,-2.0,2.4,·,-6.2,0.2,5.1,-74.9,2.1,0.7
O=C(Nc1ccccc1Oc1cccnc1)C1CCCN(C/C=C/c2ccccc2)C1 (centres undefined),-1.1,-1.1,2.7,0.6,-0.6,-0.7,-0.1,-14.3,-6.2,0.6,-1.5
CCC(=O)N1Cc2cc(C(=O)NCCOC)nc(-c3cccc(-c4ccc(C#N)cc4)c3)c2[C@H]1CCO,0.8,-0.3,-0.2,-2.8,·,-8.2,·,0.6,-1.0,-0.9,-1.4
CCC(C(=O)NC1CCCC1)N(C(=O)Cn1nnc(-c2cccs2)n1)c1cnc2ccccc2c1 (centres undefined),-0.6,-0.7,0.0,-0.9,1.1,-2.6,-0.6,4.5,-6.1,-1.5,-0.1
Cc1ccc(S(=O)(=O)NC(CC(=O)OCc2ccccc2)C(=O)OCc2ccccc2)cc1 (centres undefined),1.0,-1.6,-1.0,-2.0,0.8,5.4,0.8,-30.5,-6.5,-0.5,1.1
CC1(C(=O)O)CCC(C(=O)NC2CCCCCC2)C1(C)C (centres undefined),1.2,-1.0,0.2,3.3,-0.3,1.2,0.7,2.2,2.1,-0.8,0.2
CC1Cc2ccccc2N1C(=O)CSc1ncc(-c2ccc(F)cc2)n1C (centres undefined),5.8,-1.0,-4.4,7.6,5.1,-0.9,0.2,-6.5,-0.9,-1.1,0.5
CCCOc1ccc(N2C(=O)CC(NCCCN3CCC(C(N)=O)CC3)C2=O)cc1 (centres undefined),0.8,-1.3,-0.6,0.7,0.5,-4.1,-0.7,4.9,-0.1,-0.3,-0.2
CCN1C(=O)N(CC)C2NC(=S)NC21 (centres undefined),0.8,-1.0,0.7,0.5,-0.8,0.7,0.4,1.2,1.2,-1.1,-0.6
Cc1cc(C(=O)C(C)OC(=O)c2cnccn2)c(C)n1-c1ccccc1 (centres undefined),0.0,0.2,0.3,6.8,3.2,4.8,-0.2,2.3,-5.2,-0.3,3.0
CCOC(=O)c1cnc2ccc(C)cn2c1=O,2.8,-1.9,0.7,1.2,0.8,0.8,0.3,3.2,-138.0,-1.7,0.7
O=C(Nc1ccc(F)cc1)C(c1ccccc1)N1CCN(c2cccc(C(F)(F)F)n2)CC1 (centres undefined),-3.3,-1.3,-2.1,1.4,·,14.2,·,6.5,0.4,1.8,-1.3
O=C1CN=C(Nc2ccccc2Cl)N1Cc1ccc2c(c1)OCO2,-4.1,-0.9,1.2,-2.8,3.4,7.0,0.0,-5.6,-1.0,-0.7,-1.4
Cc1nc(SCCCSc2n[nH]c(C)n2)n[nH]1,1.2,-0.7,-0.7,0.7,0.1,-8.0,0.8,3.6,-0.6,-1.0,0.1
COc1cccc(NC(=O)C(NCC(C)(C)CN(C)C)c2ccccc2)c1 (centres undefined),-1.7,-0.7,-1.4,1.4,0.4,0.5,-0.5,2.2,3.4,-0.7,-0.5
COc1cccc(CNC(=O)CSCC(=O)Nc2ccc(C)cc2)c1,-0.4,-0.7,1.1,2.9,1.1,3.0,-0.9,4.1,-6.8,-1.8,-0.1
OC(COc1ccccc1)Cn1cc(Br)cn1 (centres undefined),1.0,-0.9,-0.7,3.7,1.3,4.0,1.2,0.0,1.4,-1.8,0.3
CC(C)c1ccc(NC(=O)C2C3C=CC(CC3)C2C(=O)O)cc1 (centres undefined),2.7,-0.6,-1.7,0.1,1.1,1.6,1.1,1.6,-4.2,-1.9,0.2
COc1cccc(-n2c(SCC(=O)N3CCc4ccccc43)nnc2-c2c[nH]c3ccccc23)c1,-2.4,0.0,-1.4,-0.5,-0.3,2.5,-0.6,-0.1,2.7,1.6,-0.5
CC(C)OC(=O)CCCN1C(=O)c2ccc(N)cc2C1=O,-2.0,-1.7,0.8,0.6,-0.2,-3.5,-0.6,0.1,-216.3,-0.8,-0.5
COc1ccc(-c2nn(-c3ccccc3C)cc2CNC(C)c2cn(C)nc2C)cc1F (centres undefined),-0.1,-1.2,0.7,-3.0,4.1,2.5,0.9,-3.8,-4.4,-1.3,-0.3
CC(=O)N1CCc2cc(S(=O)(=O)NC(CC(C)C)C(=O)Nc3cc(C(=O)O)ccc3C)ccc21 (centres undefined),-3.0,-0.8,0.3,0.5,1.2,-2.7,1.2,4.1,1.2,-0.4,-0.1
CCC(C)(C)NC(=O)C(c1ccc(O)cc1)N(C(=O)Cn1nnc2ccccc21)c1ccc(NC(C)=O)cc1 (centres undefined),-0.2,-1.1,-1.6,-2.8,1.0,-7.5,0.1,-0.5,-1.0,-1.5,-0.5
CC(C)n1nnnc1-c1cc(Cl)cc(Cl)c1,-4.5,-0.9,0.4,3.7,1.2,-1.0,-0.1,14.1,1.4,-1.6,0.1
Cc1cc(C)cc(C(=O)OCC(=O)NCc2ccco2)c1,-0.9,-1.8,-2.3,1.2,1.0,4.5,2.8,0.2,-6.3,-0.8,1.0

# Following part
SMILES,SMARCA2 activ,ssDAF-12 act,PG9 binder,hgDAF12 agonist,GAA850 FXN act,Rev-erbA mod,DAX1 inh-1,HGIII-sPLA2 inh,PLC-beta3 inh,hcDAF-12 act,DAX1 inh-2
NC1=NC(=O)/C(=C/c2c(OS(=O)(=O)c3ccc(Cl)cc3)ccc3ccccc23)S1,-0.2,-1.6,-2.7,0.9,0.8,-6.9,-0.1,-3.4,-0.6,0.7,0.8
CCN(CC(=O)NC1CCS(=O)(=O)C1)C(=O)c1ccc(OC)c([N+](=O)[O-])c1 (centres undefined),-0.2,-1.0,-0.8,-0.2,1.4,-5.9,0.4,5.6,-0.1,-1.6,0.9
O=C(COC(=O)COc1ccccc1[N+](=O)[O-])NC1CCCCC1,0.5,-1.3,-0.8,-0.4,-0.5,-5.2,1.5,2.7,-6.0,-0.8,2.1
Cc1ccc(CN2CCCCC(NC(=O)Nc3cccc([N+](=O)[O-])c3)C2=O)cc1 (centres undefined),-3.3,-1.3,·,-0.9,·,-2.1,·,-17.8,-0.2,-2.4,-1.3
COc1ccccc1Nc1nc(-c2ccccc2)nc2ccccc12,-1.4,-1.5,-1.6,-0.7,-1.1,1.6,-0.4,-4.4,-228.3,-0.3,-0.8
O=C(NCc1cccc(Cl)c1)c1cccc(OC2CCN(C(=O)C3CC3)CC2)c1,-6.5,-1.9,-0.4,-6.1,-2.3,3.6,-1.6,-14.2,-9.0,-5.7,-7.6
COc1ccc(NC(=O)C2CCN(C(=O)Nc3ccccc3)CC2)cc1S(=O)(=O)N(C)C,-2.3,-0.8,1.3,-2.0,0.9,6.3,-0.6,4.0,-7.4,-0.4,-0.7
CCn1nnnc1NCc1c(OC)ccc2ccccc12,-0.7,-1.5,2.8,-4.4,0.5,3.2,0.4,4.4,-6.8,-2.1,0.5
Cc1csc(NC(=O)CN(C)S(=O)(=O)c2cccc3cccnc23)n1,0.1,-0.4,0.3,-0.3,0.2,5.5,0.3,-2.1,-2.0,-1.0,-0.6
Cc1nn(-c2ccccc2)c2c1C1(C(=O)N(C)c3ccccc31)N(c1ccccc1)C(=O)N2 (centres undefined),-1.8,0.1,-0.1,2.5,0.5,-4.3,-1.6,1.0,0.8,6.6*,2.0
CCc1ccc([C@@H]2CC=C(C(=O)O)[C@H](c3ccccc3F)N2S(=O)(=O)c2ccc(C)cc2)cc1,-1.7,-1.6,1.6,-1.1,2.5,-2.4,-0.6,-32.1,-0.8,-2.7,0.1
CC(=O)c1cccc(NC(=O)C(C)N2CCc3ccccc3C2)c1 (centres undefined),2.8,-1.7,-1.2,3.7,-0.7,1.8,0.7,-0.2,-3.7,-2.5,-0.2
Cc1cc(N2CCN(C(=O)OC(C)(C)C)C[C@@H]2C)ccc1Br,-1.1,-1.2,1.0,2.9,·,9.5,·,3.1,4.5,-0.7,-2.0
COC(=O)c1c(C)nc2nonc2c1N,-2.9,-1.0,0.5,-3.6,-0.6,-0.2,3.3,2.5,i,-1.0,-0.4
COc1ccc(NC(=O)CN(C)C(=O)CCCN2C(=O)c3cccc4cccc(c34)C2=O)cc1,3.7,-0.9,-0.8,-0.3,3.1,-3.2,-1.2,-1.7,-9.0,-0.6,0.0
CCC(Cc1ccccc1)NC(=O)C1CCCCC1 (centres undefined),3.1,-0.1,-1.2,8.8,0.6,2.1,-0.7,-4.6,-7.0,2.7,0.2
Cc1c(C(=O)NCc2cccnc2)oc2ccc(S(=O)(=O)N3CCC4(CC3)OCCO4)cc12,-1.0,-1.1,0.3,-1.7,-1.0,-0.4,1.2,-5.5,1.4,-1.4,-0.7
CC1(C)CC(=O)C2=C(C1)N(Cc1cccnc1)C(=O)C2(NC(=O)C1CC1)C(F)(F)F (centres undefined),-1.7,-0.7,0.0,0.9,0.4,-3.4,0.5,-1.1,-2.9,0.0,0.1
CCCCn1c(NC(C)CC)nc2c1c(=O)[nH]c(=O)n2C (centres undefined),-0.4,-1.4,1.6,-2.4,1.8,1.0,-0.8,12.0,0.7,0.1,0.1
Cc1cc(N2CCNC[C@H]2C)ccc1N1C[C@@H](C)O[C@@H](C)C1,-2.0,-1.3,-2.8,2.1,·,-1.7,·,-2.1,3.7,0.1,-0.8
Cc1ccc(CNc2ncccc2-c2nc3cc(Cl)ccc3o2)cc1,2.7,-0.3,-0.4,0.3,-0.2,5.3,0.2,-1.3,-1.1,2.1,-0.2
CCOc1ccc(/C=N/Nc2cc(N3CCOCC3)ncn2)c(O)c1,-1.9,-1.6,1.2,-1.5,-1.2,6.4,-0.7,10.0,1.5,-1.5,-1.0
COc1ccc2c(CN3CCN(S(=O)(=O)c4cccs4)CC3)cc(=O)oc2c1,-4.3,-0.7,-1.5,-3.5,2.8,8.0,-0.9,-1.6,-10.4,-0.3,-1.0
Cc1cc(C)cc(NC(=O)N2CCCC2C(=O)Nc2ccc(-n3cnnn3)cc2)c1 (centres undefined),-3.2,-1.4,-0.2,2.0,0.4,-5.7,0.9,0.8,8.2,-0.9,0.5
CCN(CC(=O)Nc1cc(C)on1)CC(=O)Nc1ccccc1C(F)(F)F,-0.6,-0.5,-0.1,1.5,-0.8,-2.2,1.0,-0.1,-2.4,-0.7,-2.0
